TRHR enhancer: qHTS for Small Molecule Agonists and Allosteric Enhancers of Human TRH Receptor: Primary Screen for Enhancers | enhancement, % at 2 µM | TRHR cells, fluo-8 calcium fluorescence, EC20 TRH enhancement | 0.66% of 360,000 active | AID 493056, 2011; in the data active = enhancement above about 30%; also: 0% is about no effect
Target sequence (P34981 whole entry, looked up): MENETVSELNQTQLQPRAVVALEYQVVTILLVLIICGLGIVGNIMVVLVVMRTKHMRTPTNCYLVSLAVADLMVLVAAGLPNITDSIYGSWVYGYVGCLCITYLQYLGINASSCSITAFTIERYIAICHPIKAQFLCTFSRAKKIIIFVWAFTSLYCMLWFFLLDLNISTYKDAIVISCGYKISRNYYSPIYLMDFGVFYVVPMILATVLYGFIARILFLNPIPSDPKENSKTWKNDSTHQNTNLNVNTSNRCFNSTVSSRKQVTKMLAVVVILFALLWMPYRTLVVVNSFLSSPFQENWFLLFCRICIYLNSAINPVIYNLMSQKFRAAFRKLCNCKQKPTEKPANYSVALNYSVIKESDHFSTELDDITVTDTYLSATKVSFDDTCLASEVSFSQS
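TRHR-expressing cells loaded with fluo-8 calcium dye were read kinetically (ex 480/em 530) during compound addition, then stimulated with an EC20 of TRH (10 nM final). Enhancement of the Gq-mediated intracellular calcium response was scored.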
RXFP1 antag: qHTS Assay for Antagonists of the Relaxin Receptor RXFP1. Relaxin receptor 1 (Homo sapiens), Q9HBX9. HEK293-RXFP1, relaxin-stimulated cAMP HTRF, 30 min; active compounds read low. activity change, negative = inhibition, % at 57.5 µM. 0.59% of 350,000 active. AID 1259400, 2018;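 active = activity change of -60% or lower, but not beyond a set lower limit; inconclusive = change between -60% and -40%, or beyond the set limit; inactive = change above -40%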; also: % is scaled to controls: 0 for no effect and ±100 for the full control effect
D1 antag: Antagonist of Human D 1 Dopamine Receptor: qHTS | D(1A) dopamine receptor (Homo sapiens), P21728 | HEK293 TREx D1 cells, calcium flux, dopamine EC80; active compounds read low | activity change, negative = inhibition, % at 10 µM | 3.2% of 360,000 active | AID 504652, 2011; in the data active = activity change below about -30%; also: % is scaled to controls: 0 for no effect and ±100 for the full control effect
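After overnight tetracycline induction at 30 C, force-coupled D1 HEK293 cells took up a no-wash calcium dye at room temperature. Compounds were added and monitored 180 s, and the response to EC80 dopamine was then recorded.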
D2 ag: HTS Assay for Allosteric Agonists of the Human D2 Dopamine Receptor: Primary Screen for Agonists | activation, % at 2 µM | HEK293 T-REx D2 cells, calcium flux agonist mode | AID 485358, 2010 | 0.53% of 340,000 active | D(2) dopamine receptor (Homo sapiens), P14416;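 active = activation over 3 SD above normal in the single-dose calcium agonist read, cut at about 30% in these data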; also: 0% is about no effect
Target sequence (P14416 whole entry, looked up): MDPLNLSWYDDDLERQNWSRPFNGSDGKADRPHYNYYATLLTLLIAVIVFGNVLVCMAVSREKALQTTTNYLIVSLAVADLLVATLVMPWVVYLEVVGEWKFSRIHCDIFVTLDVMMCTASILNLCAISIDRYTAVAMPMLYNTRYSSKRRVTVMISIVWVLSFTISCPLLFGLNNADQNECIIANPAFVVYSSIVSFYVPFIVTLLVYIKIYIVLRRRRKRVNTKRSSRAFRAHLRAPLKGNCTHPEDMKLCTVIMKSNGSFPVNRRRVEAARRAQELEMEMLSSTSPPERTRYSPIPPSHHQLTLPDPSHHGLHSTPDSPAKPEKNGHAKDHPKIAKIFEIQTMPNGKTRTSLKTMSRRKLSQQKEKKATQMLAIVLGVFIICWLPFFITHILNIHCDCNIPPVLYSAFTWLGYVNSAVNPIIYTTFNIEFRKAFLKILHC
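Calcium-flux readout, 1 cycle/sec over 180 s following compound pin transfer, in inducible HEK293 Trex D2 cells (force-coupled); dopamine controls included. Positive calcium responses during this window marked compounds as potential agonists.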
TRHR ag: qHTS for Small Molecule Agonists and Allosteric Enhancers of Human TRH Receptor: Primary Screen for Agonists | Thyrotropin-releasing hormone receptor (Homo sapiens), P34981 | TRHR cells, calcium flux fluo-8, FDSS agonist mode | activation, % at 2 µM | 0.18% of 360,000 active | AID 493084, 2011; also: 0% is about no effect
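TRHR-expressing cells loaded with fluo-8 calcium dye; 23 nL library compound pin-transferred, kinetic FDSS fluorescence (Ex 480/Em 530) recorded about 180 s for agonist-induced calcium release, before a 10 nM TRH EC20 addition for potentiator mode.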
D1 PAM: Potentiators of Human D1 Dopamine Receptor: qHTS. 0.036% of 360,000 active. D(1A) dopamine receptor (Homo sapiens), P21728. potentiation, % at 10 µM. HEK293 TREx D1 cells, calcium flux, dopamine EC20 potentiation; in the data active = potentiation above about 30%; also: 0% is about no effect
D2 PAM: HTS Assay for Positive Allosteric Modulators of the Human D2 Dopamine Receptor: Primary Screen for Potentiators; D(2) dopamine receptor (Homo sapiens), P14416; HEK293 T-REx D2, calcium flux, EC20 dopamine potentiation; potentiation, % at 10 µM; 0.34% of 340,000 active;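 active = potentiation over 3 SD above the plate norm, cut at about 30% in these data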; also: 0% is about no effect
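Potentiation of an EC20 dopamine calcium response measured kinetically over 180 s, after a preceding 180 s compound-only read flagging agonists. Cells: inducible Hek293 Trex D2 line, 4000/well, cultured overnight at 30 C before dye loading.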
D1 ag: Allosteric Agonists of the Human D1 Dopamine Receptor: qHTS; D(1A) dopamine receptor (Homo sapiens), P21728; 1% of 360,000 active; activation, % at 2 µM; AID 504660, 2011; HEK293 T-REx D1 cells, calcium flux, agonist mode; also: 0% is about no effect
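Agonism was scored from calcium flux recorded over 180 s (1 read/s) after pintool compound addition, following a 10-cycle baseline. Cells were inducible force-coupled HEK293 TREx D1, plated overnight at 30 C and loaded with no-wash calcium dye.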
D2 antag: HTS Assay for Allosteric Antagonists of the Human D2 Dopamine Receptor: Primary Screen for Antagonists. HEK293 TREx D2 cells, calcium flux, dopamine EC80. inhibition, % at 10 µM. 2% of 340,000 active. AID 485344, 2010; in the data active = inhibition above about 30%; also: 0% is about no effect
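Measurement of antagonist activity uses fluorescent calcium dye in inducible HEK293 T-REx D2 cells: 10 s baseline, compound addition with 180 s read, EC80 dopamine addition with a further 180 s read.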
The depositor's hits bear a star; ? = inconclusive; . = no result given. Rule as the data show it, unless noted: active = activation above about 30%; inactive = the rest.

SMILES	TRHR enhancer	RXFP1 antag	D1 antag	D2 ag	TRHR ag	D1 PAM	D2 PAM	D1 ag	D2 antag
Cc1cc(S(=O)(=O)N2CCCC2)ccc1OCC(=O)NCc1ccccn1	2.2	-7.0	-2.1	0.1	0.5	-0.8	2.6	0.8	5.6
CCCCN(CC)CCNC(=O)c1cc2cc3ccc(Cl)cc3nc2o1	2.2	-6.9	1.3	0.9	0.3	3.1	1.2	0.8	-12.9
CC1(C)CC(NC(=O)C23CCC(C)(C(=O)C2)C3(C)C)CC(C)(C)N1 (configuration not stated)	3.9	28.9	0.5	0.5	0.2	0.5	4.4	1.9	5.4
COc1ccc(CCNC(=O)CCC(=O)N2CCN(S(=O)(=O)c3ccccc3)CC2)cc1OC	3.7	8.0	-5.8	0.5	0.0	-2.0	6.2	2.0	-9.7
Cc1[nH]c2ccccc2c1C(=O)C(=O)N1CCN(c2ccccc2F)CC1	5.1	3.0	7.1	6.1	0.2	-1.7	8.5	11.9	-2.1
COC(=O)c1cccc(Cn2nnc3sc4c(c3c2=O)CCC(C(C)(C)C)C4)c1 (configuration not stated)	-1.2	-2.2	7.8	-0.1	0.1	3.8	3.6	0.3	.
CCOc1ccc(N2CC(C(=O)Nc3cccc(S(=O)(=O)N4CCCCC4)c3)CC2=O)cc1 (configuration not stated)	-2.9	-20.9	-2.1	-0.7	-1.3	-0.9	-9.0	2.8	2.2
CC(C)N(C(=O)Cn1cc(S(=O)(=O)Cc2ccc(Cl)cc2)c2ccccc21)C(C)C	-0.9	-1.1	-14.2	0.3	0.2	-1.5	-4.4	1.1	.
COC(=O)Cn1c(CN2CCOCC2)nc2c1c(=O)[nH]c(=O)n2C	8.1	.	9.0	-0.2	1.2	-5.0	-13.5	4.1	4.9
Cn1c(CNC(=O)c2ccco2)nnc1SCC(=O)c1ccccc1	-6.3	-7.3	3.9	0.0	0.9	-2.5	-4.3	0.9	-2.1
Clc1ccc(-c2ccccc2)nn1	3.7	-8.2	-12.3	0.0	-1.8	-0.8	0.4	1.0	-5.7
CN(C(=O)CSc1nnc2ccccn12)c1c(N)n(Cc2ccccc2)c(=O)[nH]c1=O	-2.5	.	-3.4	1.1	-0.6	-0.8	-1.1	0.7	-0.8
CC1C(=O)N2CCCc3cc(NC(=O)C(=O)NCCc4ccccc4)cc1c32 (configuration not stated)	-0.1	-5.3	-35.1*	0.1	-0.2	-16.4	10.5	2.7	0.5
Cc1cc(NC(=O)C(C)SCC(=O)OC(C)C(=O)Nc2ccc(F)cc2Cl)no1 (configuration not stated)	-2.1	-4.7	-11.0	-0.1	-0.6	-1.2	-4.6	3.0	-2.9
CCCCN(C)C(=O)c1nc2ccccn2c1CN1CCC[C@H]1C(=O)OC	5.0	-15.1	4.5	.	0.0	10.4	.	2.7	.

Of the compounds above, these contain an aryl thioether with sulfur outside any ring.
SMILES	TRHR enhancer	RXFP1 antag	D1 antag	D2 ag	TRHR ag	D1 PAM	D2 PAM	D1 ag	D2 antag
Cn1c(CNC(=O)c2ccco2)nnc1SCC(=O)c1ccccc1	-6.3	-7.3	3.9	0.0	0.9	-2.5	-4.3	0.9	-2.1
CN(C(=O)CSc1nnc2ccccn12)c1c(N)n(Cc2ccccc2)c(=O)[nH]c1=O	-2.5	.	-3.4	1.1	-0.6	-0.8	-1.1	0.7	-0.8

More structures.
SMILES	TRHR enhancer	RXFP1 antag	D1 antag	D2 ag	TRHR ag	D1 PAM	D2 PAM	D1 ag	D2 antag
CCOc1cc(CNC(=O)Cn2ncn3c(cc4cc(F)ccc43)c2=O)cc(OCC)c1OCC	2.5	1.0	-2.5	-0.1	0.0	-4.2	-1.9	2.3	.
CN(c1cccc(Cl)c1)S(=O)(=O)c1cccc(C(=O)Nc2nc3ccccc3[nH]2)c1	-1.9	-29.4	-4.2	4.9	-0.2	-6.8	-12.0	1.5	3.5
Cc1ccccc1OCCCC(=O)NC1CCCCC1	27.1	2.3	3.9	-0.1	-1.0	2.5	15.5	1.5	-3.2
COc1ccc2[nH]c(=O)c(CN(C(=O)C3CCCO3)c3ccc(C)cc3)cc2c1 (configuration not stated)	-3.4	-0.5	8.8	2.0	-0.5	-2.0	-1.6	1.3	1.8
COc1ccc(OC)c(NC(=O)CN(C)S(=O)(=O)c2ccc3[nH]c4c(c3c2)CCCC4)c1	-5.3	-5.9	-6.9	-0.8	-0.5	-0.6	-3.7	-0.4	.
Cc1cc(C(=O)OC(C)C(=O)Nc2cccc(S(=O)(=O)N3CCOCC3)c2)c(C)o1 (configuration not stated)	-6.7	-9.9	-6.9	-0.5	-0.4	6.9	-1.2	-0.2	8.9
Cc1cccc(NC(=O)Nc2c(C)n(C)n(-c3ccccc3)c2=O)c1	9.8	-3.7	4.0	-1.6	1.7	-3.0	-0.7	3.1	-16.7
Cc1cc(C(=O)CSc2nnc(-c3ccccc3)n2C)c(C)n1C	0.2	-15.4	-0.7	-1.8	-0.8	-5.3	13.4	1.6	-6.0
Cc1ccc(-c2nn3c(=O)cc(CN4CCN(C(=O)Nc5cc(Cl)ccc5C)CC4)nc3s2)cc1	5.7	.	-2.4	0.5	0.2	-0.5	8.3	0.9	.
Cc1nn(CCCC(=O)Nc2cc(Oc3ccccc3)cc([N+](=O)[O-])c2)c(C)c1[N+](=O)[O-]	4.4	-4.6	7.1	.	0.5	3.1	.	-0.4	.
O=C(CCCCCCCCC(=O)N/N=C/c1ccco1)N/N=C/c1ccco1	2.1	?	-3.3	-1.1	-0.3	0.5	-3.1	2.9	-1.4
CC(C)OC(=O)CSc1nnc(Cc2ccccc2)n1CC1CCCO1 (configuration not stated)	-2.7	-4.5	0.7	0.0	-0.3	2.1	-10.7	-0.3	-3.9
CC(C)C[C@H](NC(=O)c1[nH]cnc1C(=O)N[C@@H](C)c1ccccc1)C(=O)OCc1ccccc1	-2.7	.	24.6	-0.8	-1.3	2.9	17.3	13.2	-1.4
O=C(COC(=O)CNC(=O)c1ccc([N+](=O)[O-])o1)Nc1ncc(C(F)(F)F)cc1Cl	-1.5	17.1	7.9	0.1	-0.1	-1.9	-10.4	2.2	12.4
Cc1cccc(C)c1NC(=O)c1oc2c(c1C)-c1nn(Cc3ccccc3)cc1CC2	-1.4	-25.7	-16.0	-0.8	0.0	2.9	-3.5	0.1	.

Sorted by count of non-hydrogen atoms (rising): part of the list above
SMILES	TRHR enhancer	RXFP1 antag	D1 antag	D2 ag	TRHR ag	D1 PAM	D2 PAM	D1 ag	D2 antag
Cc1ccccc1OCCCC(=O)NC1CCCCC1	27.1	2.3	3.9	-0.1	-1.0	2.5	15.5	1.5	-3.2
CCCCN(C)C(=O)c1nc2ccccn2c1CN1CCC[C@H]1C(=O)OC	5.0	-15.1	4.5	.	0.0	10.4	.	2.7	.
COc1ccc2[nH]c(=O)c(CN(C(=O)C3CCCO3)c3ccc(C)cc3)cc2c1 (configuration not stated)	-3.4	-0.5	8.8	2.0	-0.5	-2.0	-1.6	1.3	1.8
CC(C)N(C(=O)Cn1cc(S(=O)(=O)Cc2ccc(Cl)cc2)c2ccccc21)C(C)C	-0.9	-1.1	-14.2	0.3	0.2	-1.5	-4.4	1.1	.
Cc1cccc(C)c1NC(=O)c1oc2c(c1C)-c1nn(Cc3ccccc3)cc1CC2	-1.4	-25.7	-16.0	-0.8	0.0	2.9	-3.5	0.1	.
CCOc1ccc(N2CC(C(=O)Nc3cccc(S(=O)(=O)N4CCCCC4)c3)CC2=O)cc1 (configuration not stated)	-2.9	-20.9	-2.1	-0.7	-1.3	-0.9	-9.0	2.8	2.2

Additional structures.
SMILES	TRHR enhancer	RXFP1 antag	D1 antag	D2 ag	TRHR ag	D1 PAM	D2 PAM	D1 ag	D2 antag
Cc1ccc(C(=O)N2CCN(S(=O)(=O)c3ccccc3)CC2)s1	-1.1	1.3	1.0	-0.3	-0.5	-3.4	0.9	4.7	13.5
Cc1cc(SCC(=O)N/N=C/c2ccc(O)cc2O)nc2ccccc12	-1.8	-26.4	0.9	1.4	-0.7	1.2	-0.4	7.8	0.1
COCCNc1ncnc2c1[nH]c1ccccc12	-4.3	0.6	-37.1*	0.4	0.2	-15.2	-10.5	9.5	7.5
Cc1nn(Cc2cccc(C(=O)NN)c2)c(C)c1Cl	1.0	-6.9	7.1	-0.3	0.0	-5.3	-3.1	2.1	-20.3
O=C(Nc1ccc(S(=O)(=O)NCC2CCCO2)cc1)c1ccc(F)cc1 (configuration not stated)	-2.2	-9.3	-29.6	0.5	-0.2	-10.4	8.1	3.8	6.5
CC1=NN(c2ccccc2)C(=O)/C1=C/c1cn(C)c2ccccc12	-6.9	2.5	0.0	1.0	0.5	-7.4	6.5	4.6	-3.6
Cc1csc(NC(=O)CSc2nc(C)nc3c2c(=O)n(C)c(=O)n3C)n1	-4.5	-11.3	9.4	0.2	0.0	-6.4	-3.4	4.6	3.2
CC(C)Oc1ccc(CCC(=O)NNC(=O)CCC(=O)O)cc1	1.4	6.8	-2.5	0.4	0.0	4.0	2.0	4.8	13.4
COc1c(C)cc(C(=O)C2CCCN(C(=O)c3cc(C)on3)C2)cc1C (configuration not stated)	0.4	4.1	3.1	-0.2	-0.4	-7.0	11.8	3.3	-5.8
CN1C(=O)S/C(=C\c2ccccc2OCc2ccc(C(=O)O)cc2)C1=O	0.9	-16.3	4.1	.	1.0	-2.6	12.9	0.8	.
O=C(Nc1cccc(S(=O)(=O)Nc2ccccc2F)c1)c1ccc2ccccc2n1	13.8	-22.8	-2.2	-1.3	-1.3	-1.0	1.8	3.3	-2.0
NC(=O)Cn1cc(C(=O)C(=O)N2CCOCC2)c2ccccc21	0.3	0.8	6.9	-0.4	0.7	1.6	7.4	0.3	5.1

Assay outcomes: PubChem BioAssay, National Center for Advancing Translational Sciences (NCATS)
